DT40 TDP1 CPT = growth inhibition of DT40 Tdp1-/-;hTDP1 cells with camptothecin (screen for TDP1 inhibitors) | AID 686979 | Potency, µM (highest dose often 46.2 µM), for the others: at the highest dose activity change, negative = growth inhibition, actives largely listed as inhibitors | hit rate 12% among 420,000 | chicken DT40 Tdp1-/-;hTDP1 cells + 20 nM CPT, ATP luminescence, 48 h; further: nearly all actives have a fitted effect of over 55% in size
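Chicken DT40 Tdp1-/- cells complemented with human TDP1, 400 cells/well, exposed to compounds plus 20 nM camptothecin for at least 48 h at 37 C; viability read as ATP content by CellTiter-Glo luminescence.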
KAT2A inh = GCN5L2 (KAT2A) acetyltransferase inhibition | hit rate 0.21% among 390,000 | Potency, µM (titrated, usually from 58.9 µM), for the others: at the top dose activity change, negative = inhibition, usual class: inhibitors | Q92830 | GCN5L2 HAT assay, ThioGlo1 CoA-SH fluorescence
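Titration-based screen in which CoA formation is detected via maleimide probe ThioGlo1 (50uM) turning fluorescent on thiol reaction; substrates H3(1-25) 75uM and acetyl-CoA 70uM, GCN5L2 20nM, 20 min incubation at room temperature.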
FEN1 inhibitor = human FEN1 inhibition; P39748; Recombinant FEN1 flap cleavage, fluorescence, 15 min; Potency, µM (doses to about 114 µM), for inactives: at the highest dose activity change, negative = inhibition, usual class: inhibitors; hit rate 0.35% among 390,000; AID 588795; further: nearly all actives have a fitted effect of over 65% in size
Target sequence (P39748 whole entry, looked up): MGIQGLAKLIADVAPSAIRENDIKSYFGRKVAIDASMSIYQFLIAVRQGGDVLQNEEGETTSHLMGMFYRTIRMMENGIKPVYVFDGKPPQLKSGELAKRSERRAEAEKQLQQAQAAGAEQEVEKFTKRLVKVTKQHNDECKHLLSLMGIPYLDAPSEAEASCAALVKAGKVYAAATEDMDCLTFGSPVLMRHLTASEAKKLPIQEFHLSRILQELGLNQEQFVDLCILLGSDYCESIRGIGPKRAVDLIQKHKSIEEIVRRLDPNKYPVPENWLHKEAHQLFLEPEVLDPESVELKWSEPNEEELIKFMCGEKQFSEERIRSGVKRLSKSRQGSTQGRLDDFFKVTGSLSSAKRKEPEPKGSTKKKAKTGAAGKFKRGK
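Compounds are tested as a concentration series against 10 nM FEN1; after a 15 min room-temperature preincubation, 50 nM substrate starts cleavage, with plate reads at 0 and 15 min. Normalized responses are fitted by a Hill equation.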
Starred values were filed as active, the others as inactive; u = inconclusive; x = not tested or not shown; & = joins results of further samples; [ ] = another dose, or the depositor's remark. The call rests on the fitted dose curve; in most records, active means well fitted curve in the direction sought with a large enough effect; inconclusive means small, poorly fitted or top-dose-only effect, or another doubt; inactive means no such curve, though single readings can be large; an effect the other way counts as inactive or inconclusive. On the % scale 0 is the no-effect control and ±100 the full control effect; potency means the concentration at half of the fitted maximal effect.

SMILES	DT40 TDP1 CPT	KAT2A inh	FEN1 inhibitor
CCN(C(=O)CSc1nnc(C)n1-c1cccc(C)c1)C1CCS(=O)(=O)C1 (stereo unspecified)	17%	-10%	20%
COc1ccc(C(C(C(=O)c2cccs2)N2CCOCC2)N2CCOCC2)cc1OC (stereo unspecified)	-15%	1%	4%
C=CCn1c(SCC(=O)Nc2ccccc2CC)nnc1-c1ccncc1	-16%	1%	-2%
O=C(CCn1cnc2ccccc2c1=O)Nc1ccc2c(c1)OCCO2	5%	1%	0%
CN1CCc2cc3c(cc2[C@@H]1[C@@H]1C(=O)Oc2c1ccc1c2OCO1)OCO3	-4%	-7%	x
CC(=O)CCC(=O)O	16%	-6%	x
CCOC(=O)N1CCC(N2C(=O)c3ccccc3C2Nc2ccc(C)cc2)CC1 (stereo unspecified)	u	3%	-11%
CC(C)(C)OC(=O)N1CCC(C(=O)O)CC1	3%	-2%	-3%
CS(=O)(=O)N(CC(=O)Nc1ccc(S(=O)(=O)N2CCCC2)cc1)c1cccc(F)c1	u	-3%	-19%
COc1ccc(N(C=O)C(=S)SC)cc1	-23%	-6%	6%
COc1ccc(Nc2nnc(SCC(=O)Nc3cc(C)on3)s2)cc1	-7%	-10%	-9%
CCOC(=O)C1=C(c2ccccc2)NC(SCC(=O)NC2CCCCC2)=C(C#N)C1c1ccco1 (stereo unspecified)	6%	-8%	-19%
Cc1ccccc1C(=O)OC(C)CN1CCOCC1 (stereo unspecified)	-5%	0%	0%
Cc1ccc(NC(=O)CC2S/C(=N/N=C3/NC(=O)CS3)NC2=O)cc1 (stereo unspecified)	-11%	-5%	0%
CCOc1ccc(-n2nc3ccc(NC(=O)CC)cc3n2)cc1	-1%	1%	-4%
CCOc1ccc2nc(/N=C/c3c(C)[nH]n(-c4ccc(C)cc4)c3=O)sc2c1	16µM*	0%	-6%
Cc1cc2ncn(CCOc3ccccc3C#N)c2cc1C	-21%	-7%	-5%
COc1ccc(S(=O)(=O)NC2CCCCC2)cc1C	-20%	-1%	1%
N[C@H]1CCN(O)C1=O	u	4%	x
O=C(c1ccco1)N1CCC2(CCN(Cc3cc(C(F)(F)F)cc(C(F)(F)F)c3)CC2)CC1	u	3%	x
Cc1cc(Nc2cccc(Cl)c2)nc2ccc(NC(=O)c3cccnc3)cc12	13µM*	-13%	-22%
CCC(=O)N(C)CCc1cc2c(c(OC)c1/C=N/NS(=O)(=O)c1ccc(C)cc1)OCO2	-4%	-4%	-1%
CCCSCCCNC(=O)C1CCN(c2nc3ccccc3nc2C(F)(F)F)CC1	21µM*	5%	14%
COc1ccc(NCc2ccsc2)cc1	5%	2%	-7%
CC1CCc2c(sc(NC(=O)CSc3ncnc4c3cnn4-c3ccccc3Cl)c2C#N)C1 (stereo unspecified)	-18%	-2%	14%
Cc1cccc(NC(=O)c2ccc([N+](=O)[O-])o2)c1	16µM*	-15%	8%
COc1ccc(CCNC(=O)CN(C)S(=O)(=O)c2ccc(Br)s2)cc1OC	-1%	-3%	0%
CC(=O)N1c2ccc(S(=O)(=O)NCCC(=O)Nc3ccc(C)cn3)cc2CC1C (stereo unspecified)	-19%	-3%	-13%
CCOc1ccc2nc(SC3CC(=O)N(c4ccc(OC)cc4OC)C3=O)sc2c1 (stereo unspecified)	4.6µM*	-3%	-11%
O=C(c1csnn1)N1CCC2(CCCN(c3ccccn3)C2)CC1	-2%	-17%	x
CCOC(=O)c1scc(-c2ccccc2)c1S(=O)(=O)N1CCN(c2ccccc2OC)CC1	8.2µM*	-21%	-2%
O=Cc1ccccc1OCCCOc1cccc2cccnc12	4.6µM*	-5%	7%
C=C(c1cccc2ccccc12)P(=O)(O)O	-20%	-3%	-1%
CCOC(=O)c1ccc(C(=O)NNC(=O)C2C3C=CC(C3)C2C(=O)O)cc1 (stereo unspecified)	7%	2%	21%
Cc1noc(NS(=O)(=O)c2ccc(NC(=O)c3nn(-c4ccccc4)ccc3=O)cc2)c1C	0%	-11%	-5%
COc1ccccc1CCC(=O)OCC(=O)Nc1cc(C)nn1-c1ccccc1	5%	1%	-1%
Cc1ccccc1NCC(=O)Nc1cc(S(=O)(=O)N2CCCCC2)ccc1C	u	-13%	11%
CCCCn1c(N)c(N(CCC(C)C)C(=O)C2CCCN(C(=O)c3ccc(Cl)cc3)C2)c(=O)[nH]c1=O (stereo unspecified)	6%	-1%	7%
COc1ccc(OC)c(C2=NOC(C(=O)Nc3cccc(C(C)=O)c3)C2)c1 (stereo unspecified)	-20%	-3%	8%
CC(C(=O)N(C)C)N(C#N)c1nc(N(C)C)nc(N(C)C)n1 (stereo unspecified)	-15%	1%	2%
Clc1ccc(-c2cnc3n2CCC3)cc1	-23%	16%	-7%
COc1cccc(N2CCN(C(=O)c3ccc(CS(=O)Cc4ccccc4Cl)o3)CC2)c1 (stereo unspecified)	u	-18%	3%
Cc1nc(C(=O)N2CCCC(C(=O)c3cccc(OC(C)C)c3)C2)cs1 (stereo unspecified)	10µM*	3%	2%
Cc1ccc(N=C2NC(=O)/C(=C\c3ccsc3)S2)c(C)c1	16µM*	-7%	-9%
Cc1ccccc1C(=O)N1CCC2CC1c1cc(Cl)ccc12 (stereo unspecified)	-24%	x	-6%
N#Cc1nc(-c2ccc(F)cc2)oc1N1CCN(C(=O)c2ccco2)CC1	-17%	-4%	-1%
COc1ccc(NC(=O)CS(=O)(=O)c2ccc(F)cc2)cc1	16%	-1%	-6%
CCCCN1CCc2nc(N3CCN(c4ncccn4)CC3)ncc2C1	u	4%	-4%
COC(=O)c1cc(C#N)c(N2CC(C)OC(C)C2)nc1C (stereo unspecified)	-6%	1%	-1%
CSc1ccccc1-n1nnnc1SCc1ccccc1	-5%	-12%	-2%

(list continues)
SMILES	DT40 TDP1 CPT	KAT2A inh	FEN1 inhibitor
CCCCN(CC)C(=O)CSc1nc2n[nH]c(C)c2c(=N)n1-c1cccc(OC)c1	23µM*	-10%	2%
CC1Cc2ccccc2N1CC(=O)NCc1ccc2c(c1)OCO2 (stereo unspecified)	-11%	21%	4%
Oc1ccc(Cl)cc1-c1cc(C(F)(F)C(F)F)nc(-c2ccccc2)n1	29µM*	-1%	-4%
Cc1cccc(N2CN(S(=O)(=O)c3cccc([N+](=O)[O-])c3)c3nc4ccccc4nc32)c1	-1%	-1%	2%
Cc1ccnc(NC(=O)CCCNC(=O)c2ccc(Cl)cc2)c1	7%	1%	1%
CC(=O)n1cc([C@@H]2C=C(C(=O)N3CCN(Cc4ccc5c(c4)OCO5)CC3)O[C@H](OCCCCO)C2)c2ccccc21	u	1%	5%
COC(=O)c1nnn(CC(=O)NC(=O)Nc2cccc(Cl)c2C)c1C(=O)OC	-4%	2%	-10%
O=C(COc1ccccc1)Nc1nnc(S(=O)(=O)N2CCCCC2)s1	-29%	-29%	11%
CCCCOc1ccc(C(=O)NCC(=O)NCCCn2nc(C)cc2C)cc1	-6%	1%	-17%
O=C1CC(NS(=O)(=O)c2cccs2)CN1c1ccccc1 (stereo unspecified)	8%	4%	-8%
COc1ccc(CC(=O)NCCN2CCOCC2)cc1	7%	0%	-10%
O=C(Nc1cccnc1)c1ccc(COc2cc(Cl)ccc2Cl)o1	u	-4%	-18%
O=C(O)c1ccc(OCCCCCCOC2CCCCO2)cc1 (stereo unspecified)	u	1%	-1%
CSc1cccc(NC(C)C(=O)NCc2ccccc2)c1 (stereo unspecified)	-6%	-16%	-1%
CC(C)(C)C(=O)Nc1ccc(C(=O)Nc2cc(NC(=O)c3ccc(NC(=O)C(C)(C)C)cc3)cc(C(=O)O)c2)cc1	20%	3%	1%
CCC1CCCCN1C(=O)COC(=O)CN(C)S(=O)(=O)c1ccc(NC(C)=O)cc1 (stereo unspecified)	-22%	0%	-2%
CCN(CC)CC#CC(OC)(c1ccccc1)c1ccccc1	u	-2%	-8%
COc1ccc2c(c1)-c1nc(NC(=O)c3ccc(C)cc3)sc1CC2	u	-3%	-1%
CCC(C)C(=O)OCC1(c2ccc(C)cc2OC(=O)C(C)C)CO1 (stereo unspecified)	11%	-17%	-9%
COc1ccc(NC(=O)CN2C(=O)CCn3nc(-c4cccn4C)cc32)cc1Cl	0%	-5%	7%
FC(F)(F)c1cc(C(F)(F)F)n2nc(-c3sccc3-n3cccc3)cc2n1	-24%	-22%	-1%
O=C(O)CCn1cc(/C=C\C(=O)c2ccc(Cl)cc2)c(-c2cccc(Br)c2)n1	u	33%[activator]	-4%
Cc1c(O)ccc(-c2[nH]ncc2-c2nc3ccccc3s2)c1O	u	-5%	-3%
Cc1cccc(C)c1NC(=O)CN(C)C(=O)c1ccc(NS(=O)(=O)c2ccc3[nH]c(=O)[nH]c3c2)cc1	9%	0%	-2%
Cc1ccc(NC(=O)c2ccc(F)cc2)cc1S(=O)(=O)N1CCCCCC1	u	-1%	-1%
COC(=O)c1cccc(-n2c(CCC(=O)O)ccc2-c2cccs2)c1	-17%&-26%	u	-2%&18%
COc1cc(CNc2ncc(-c3ccc(Br)cc3)n2C)cc(OC)c1OC	10µM*	-6%	12%
Cc1cc(C)c2[nH]c(O)c(N=NC(=S)NCC3CCCO3)c2c1 (stereo unspecified)	6.5µM*	-2%	10%
CCCCS(=O)(=O)N1CCCC(C(=O)N2CCOCC2)C1 (stereo unspecified)	-1%	-5%	1%
Fc1ccc(N/N=C2/CCSc3sccc32)c(F)c1	-7%	-7%	1%
COc1cccc(NC(=O)Nc2nnc(Cc3ccc(F)cc3)s2)c1	0%	9%	2%
Nc1nc(NC(=O)c2ccccc2)nn1-c1ccccc1	-17%	0%	22%
Cc1cc(C(=O)N2CCN(c3ncccn3)CC2)sc1-c1ccccc1	u	x	-20%
CNc1cc(-c2c(C)noc2C)ncn1	13µM*	-2%	x
Nn1cc(-c2ccccc2)nc1SCC(=O)Nc1cccc(S(N)(=O)=O)c1	14%	-6%	7%
CCc1ccccc1NC(=O)COc1ccc(N2CC(C(N)=O)CC2=O)cc1 (stereo unspecified)	-4%	-1%	-7%
CCOC(=O)C1(Cc2ccccc2)CCCN(Cc2cnn(CC)c2)C1 (stereo unspecified)	3%	7%	15%
CSc1ccccc1NC(=O)COC(=O)c1ccc(O)cc1	-21%	1%	-2%
COC(=O)C1=C(c2ccccc2)c2ccccc2S(=O)(=O)N1CC(=O)Nc1ccccc1Cl	u	0%	-20%
CC1CCN(c2nc3c(c(=O)n(C)c(=O)n3C)n2CCSc2nc3ccccc3s2)CC1	10µM*	-5%	2%

16 structures out of the list, sorted by SMILES length, rising:
SMILES	DT40 TDP1 CPT	KAT2A inh	FEN1 inhibitor
CNc1cc(-c2c(C)noc2C)ncn1	13µM*	-2%	x
Fc1ccc(N/N=C2/CCSc3sccc32)c(F)c1	-7%	-7%	1%
Nc1nc(NC(=O)c2ccccc2)nn1-c1ccccc1	-17%	0%	22%
CSc1ccccc1NC(=O)COC(=O)c1ccc(O)cc1	-21%	1%	-2%
CCCCS(=O)(=O)N1CCCC(C(=O)N2CCOCC2)C1 (stereo unspecified)	-1%	-5%	1%
Cc1c(O)ccc(-c2[nH]ncc2-c2nc3ccccc3s2)c1O	u	-5%	-3%
CCOC(=O)C1(Cc2ccccc2)CCCN(Cc2cnn(CC)c2)C1 (stereo unspecified)	3%	7%	15%
Cc1cc(C)c2[nH]c(O)c(N=NC(=S)NCC3CCCO3)c2c1 (stereo unspecified)	6.5µM*	-2%	10%
COc1cc(CNc2ncc(-c3ccc(Br)cc3)n2C)cc(OC)c1OC	10µM*	-6%	12%
CCc1ccccc1NC(=O)COc1ccc(N2CC(C(N)=O)CC2=O)cc1 (stereo unspecified)	-4%	-1%	-7%
Cc1ccc(NC(=O)c2ccc(F)cc2)cc1S(=O)(=O)N1CCCCCC1	u	-1%	-1%
Nn1cc(-c2ccccc2)nc1SCC(=O)Nc1cccc(S(N)(=O)=O)c1	14%	-6%	7%
FC(F)(F)c1cc(C(F)(F)F)n2nc(-c3sccc3-n3cccc3)cc2n1	-24%	-22%	-1%
O=C(O)CCn1cc(/C=C\C(=O)c2ccc(Cl)cc2)c(-c2cccc(Br)c2)n1	u	33%[activator]	-4%
COC(=O)C1=C(c2ccccc2)c2ccccc2S(=O)(=O)N1CC(=O)Nc1ccccc1Cl	u	0%	-20%
Cc1cccc(C)c1NC(=O)CN(C)C(=O)c1ccc(NS(=O)(=O)c2ccc3[nH]c(=O)[nH]c3c2)cc1	9%	0%	-2%

Screens as filed in PubChem.

A portion of the library. The share of hits here may be higher or lower than overall.
